Bioassay records (PubChem)
aSyn yeast inh = rescues yeast growth from alpha-synuclein toxicity. Yeast expressing alpha-synuclein, growth rescue, BacTiter-Glo, 24 h. Potency, µM (series often up to 46.1 µM), inactives show at the highest dose growth rescue (activation), most hits filed as activators. hit rate 0.14% among 370,000. AID 652106; also: % of control where 0% means no effect; nearly all actives have a fitted effect of over 65% in size
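Rescue of yeast growth: cells expressing toxic alpha-synuclein, induced in galactose at OD600 0.02, incubated with compound 24 h at 30 C. ATP luminescence quantified growth; inhibitors of toxicity appear as activators.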
EPAC1 agonist = EPAC1 (human) agonism; O95398; EPAC1 agonist qHTS, biochemical assay; response scale: 100% = response to 6.5 mM cAMP; Potency, µM (doses to about 154 µM), for inactives: top-dose activation, actives largely listed as activators; hit rate 0.073% among 360,000; also: nearly all actives have a fitted effect of over 60% in size
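Compounds were pinned as a concentration titration into mixtures of EPAC1 (100 nM), BODIPY-GDP-loaded Rap1B (250 nM) and GDP (50 uM). After 5 min at room temperature, fluorescence was followed for 30 min; activity was scaled to 6.5 mM cAMP.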
EPAC2 antag = blocks human EPAC2 exchange factor; EPAC2 GEF exchange of Rap1B-BODIPY-GDP, fluorescence; Q8WZA2; hit rate 0.18% among 360,000; Potency, µM (series often up to 114 µM), for the others: at the top dose activity, negative = inhibition, most hits filed as inhibitors; AID 720708; also: % is scaled to controls: 0 for no effect and ±100 for the full control effect; nearly all actives have a fitted effect of over 45% in size; many of its hits are not listed in these tables
PTHR1 ag = activates the human parathyroid hormone receptor PTHR1; Q03431; HEK293 GP2 PTHR1 cells, GloSensor cAMP luminescence, 1 h; Potency, µM (titrated, usually from 115 µM), inactives show at the highest dose activation, hits mostly activators; hit rate 0.075% among 410,000; AID 743266; also: nearly all actives have a fitted effect of over 55% in size; some results filed as inactive show a strong effect at the top dose; inactives centre near -15; many of its hits are not listed in these tables
Target sequence (Q03431 whole entry, looked up): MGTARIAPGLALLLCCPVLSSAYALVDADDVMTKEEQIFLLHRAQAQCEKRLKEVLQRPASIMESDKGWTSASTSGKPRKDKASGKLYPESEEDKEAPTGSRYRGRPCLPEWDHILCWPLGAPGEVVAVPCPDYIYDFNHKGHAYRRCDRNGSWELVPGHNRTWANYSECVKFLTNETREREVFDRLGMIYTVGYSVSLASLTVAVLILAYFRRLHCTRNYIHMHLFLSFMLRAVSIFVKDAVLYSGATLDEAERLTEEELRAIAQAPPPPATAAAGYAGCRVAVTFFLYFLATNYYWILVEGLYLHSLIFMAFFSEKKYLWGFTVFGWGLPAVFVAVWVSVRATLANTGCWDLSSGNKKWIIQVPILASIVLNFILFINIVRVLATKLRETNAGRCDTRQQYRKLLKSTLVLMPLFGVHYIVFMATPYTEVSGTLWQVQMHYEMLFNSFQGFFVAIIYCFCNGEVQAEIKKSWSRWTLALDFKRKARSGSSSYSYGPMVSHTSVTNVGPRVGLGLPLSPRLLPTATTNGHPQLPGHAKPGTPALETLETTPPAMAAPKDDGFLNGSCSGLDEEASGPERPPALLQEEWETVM
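HEK-293-derived GP2 cells expressing PTHR1 and a GloSensor cAMP reporter, 3,000/well, plated overnight, given luciferin plus IBMX (each 0.5 mM as added) for 1 h at 37 °C, then compound for 1 h at 37 °C. Luminescence was read after 15 min at room temperature.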
TDP43 rescue = inhibitors of TDP-43 toxicity in yeast. Potency, µM (top dose mostly 46.1 µM), for inactives: top-dose growth rescue (activation), most hits filed as activators. hit rate 1.8% among 410,000. TDP-43 expressing yeast growth rescue, BacTiter-Glo, 24 h; also: % of control where 0% means no effect; nearly all actives have a fitted effect of over 50% in size
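In this qHTS, compounds that restore growth of yeast expressing TDP-43 appear as activators. Cells (OD600=0.02, galactose medium, raffinose-pregrown) are incubated with compound 24 hr at 30 deg C and growth is quantified by BacTiter-Glo.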
EPAC2 agonist = agonists of human EPAC2 (RAPGEF4); EPAC2 activation, biochemical qHTS; response scale: 100% = 6.5 mM cAMP response; Potency, µM (series often up to 154 µM), for inactives: at the top dose activation, usual class: activators; hit rate 0.079% among 360,000; AID 720711; also: nearly all actives have a fitted effect of over 50% in size
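qHTS, titration series. 100 nM EPAC2 / 250 nM Rap1B-BODIPY-GDP / 50 uM GDP; RT; ex 480/em 540 nm, 5-min reads to 30 min. Norm. to 6.5 mM cAMP = activation.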
FUS suppressor = rescues growth of FUS-expressing yeast. S. cerevisiae FUS-expressing, growth rescue, OD600, 24 h. Potency, µM (top dose mostly 76.6 µM), inactives show at the top dose growth rescue (activation), hits mostly activators. hit rate 0.24% among 390,000;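 also: plate controls were DMSO vehicle for no effect and reference control for full effect; nearly all actives have a fitted effect of over 55% in size; some results filed as inactive show a strong effect at the top dose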
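Yeast expressing FUS under galactose induction, OD 0.005 in 2% galactose medium; compounds in a dilution series, 24 h at 30C. Growth rescue by absorbance at 600 nm; CP55940 positive control, DMSO negative.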
EPAC1 antag = blocks human EPAC1 exchange factor | O95398 | EPAC1 GEF assay, Rap1b-BODIPY-GDP exchange fluorescence | Potency, µM (series often up to 115 µM), for inactives: top-dose activity change, negative = inhibition, most hits filed as inhibitors | hit rate 0.14% among 360,000;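 also: plate controls were vehicle for no effect and positive control for full effect; nearly all actives have a fitted effect of over 50% in size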
* marks the source's active call; other numbers are inactive results; i = inactive; ? = inconclusive; nt = not tested or not shown; & = joins results of further samples; [ ] = dose if it differs, or a comment. Calls follow the shape of the dose curve; as a rule, active = well fitted curve in the direction sought with a large enough effect; inconclusive = small, poorly fitted or top-dose-only effect, or another doubt; inactive = no such curve, though single readings can be large; an effect the other way counts as inactive or inconclusive. Potency is read from the fitted curve at half-maximal effect. Not all compounds are listed, so the mix of outcomes need not match the whole.

Below each compound – FUS suppressor | PTHR1 ag | aSyn yeast inh | EPAC1 antag | EPAC2 agonist | TDP43 rescue | EPAC1 agonist | EPAC2 antag
CC[C@]1(C(=O)OC)[C@H]2C(=O)N(Cc3ccccc3)C(=O)[C@H]2[C@H]2CN=C(SCc3ccc(C)cc3)N21
    6% | -7% | 13% | -3% | 23% | 1% | 12% | -27%
COc1ccc(C)cc1NC(=O)C(=O)N1CCCC1
    -5% | i | 3% | 19% | 4% | -2% | 9% | 1%
C/C(=C\C(=O)c1ccc(Br)cc1)NCc1ccccc1
    -19% | -10% | -21% | -5% | 13% | 7% | 18% | -1%
CC(Oc1cc(Cl)ccc1Cl)C(=O)N/N=C\c1ccnn1C (configuration not stated)
    nt | i | 1% | -10% | -1% | ? | 5% | -1%
COCCNC(=O)C(c1cccnc1)N(Cc1ccc(C)cc1)C(=O)Cn1nnc2ccccc21 (configuration not stated)
    22% | -18% | 4% | 1% | 4% | -8%[0.397 µM] | 5% | 0%
CCN(CC)c1c([N+](=O)[O-])c(=O)sc2ccccc12
    -18% | i | 7% | -17% | -1% | 9% | 2% | 4%
CC(=O)Nc1ccc(C(=O)CSc2nnc(-c3ccccc3)n2-c2ccccc2)cc1
    6% | i | 1% | nt | nt | 13% | nt | nt
N#C/C(=C/c1cc(Br)cs1)C(=O)NCC1CCCO1 (configuration not stated)
    3% | i | -1% | 4% | 10% | -1% | 11% | -2%
O=Cc1ccc(C(=O)O)cc1
    -44% | -13% | -8% | -1% | 7% | 15% | -17% | -4%
COc1ccc(C)cc1NCc1cccc(OC)c1OC
    25% | i | -2% | -10% | 9% | -11% | 8% | ?
O=C1NC2NC(=O)N(C(Cc3ccccc3)C(=O)O)C2N1 (configuration not stated)
    -18% | i | -4% | 3% | 5% | 4% | 1% | 7%
COc1cc(C(=O)NCc2nnc(SCC(=O)Nc3cc(C)on3)o2)cc(OC)c1OC
    16% | -15% | -3% | -15% | 4% | -3% | 9% | 1%
COc1ccc(OC)c(C2=NO[C@@](CC(=O)O)(C(=O)Nc3ccc4c(c3)OCCO4)C2)c1
    41% | ? | -4% | ? | 2% | -23% | -3% | ?
COc1ccc(NC(=O)C(C2CC2)n2c(=O)c(-c3cc4ccccc4[nH]3)nc3ccccc32)cc1 (configuration not stated)
    ? | -4% | 14µM* | 8% | 12% | 15% | 0% | 4%
CCOc1ccc(-c2cc3nc(C4CCN(C(=O)OC(C)(C)C)CC4)c(C(=O)O)cn3n2)cc1
    ? | -32%[inhibitor] | 9% | 8% | -10% | -3% | -8% | -4%
Cc1nc2ccc3nc(NC(=O)C4COc5ccccc5O4)sc3c2s1 (configuration not stated)
    -12% | -30% | 0%&-8% | -27% | -11% | 11% | -17% | 19%
O=C(O)Cn1cccc1C(=O)c1ccccc1
    -1% | 15% | -7% | 2% | 8% | -38% | -18% | 28%
CN(C)/C=C/C(=O)c1cnc(-c2ccccn2)s1
    ? | i | 15% | -4% | 5% | ? | 5% | 2%
Cc1ccc2cccc(S(=O)(=O)n3nc(C)cc3C)c2n1
    -2% | -8%[57.5 µM] | 2% | 2% | -3% | -5% | -2% | 9%
O=[N+]([O-])c1cccc(Nc2c3ccccc3nc3ccccc23)c1
    17% | -15% | -30%[inhibitor] | -29% | 1% | -13%[9.22 µM] | -5% | -15%
CCn1c(CN2CCN(CCO)CC2)nc2ccccc21
    -19% | i | -1% | -4% | 15% | ? | 0% | -2%[57.1 µM]
O=C(CSc1nc2ccccc2o1)Nc1ccccc1N1CCOCC1
    -11% | -17% | 16% | 9% | 5% | 14% | 9% | 2%
CCC1=NN2C(=N)/C(=C\c3cccn3-c3ccc(C)c(C)c3)C(=O)N=C2S1
    29% | -52%[inhibitor] | -2% | -8% | -15% | -21%[0.397 µM] | -10% | 14%
Nc1nonc1C(=O)N/N=C/c1cc2c(cc1[N+](=O)[O-])OCO2
    3% | -4% | -4% | -22% | 10% | -9% | 3% | 2%
O=C(NCC(=O)N(Cc1ccc(F)cc1)C(C(=O)NCC1CCCO1)c1ccccc1)c1ccco1 (configuration not stated)
    -1% | -55%[inhibitor] | 0% | -22% | -16% | -13% | 6% | -30%
Nc1c(C(=O)c2ccc(F)cc2)oc2ccccc12
    15% | -8%[57.5 µM] | -8% | -4% | 14% | 18% | 7% | -6%
CCC(=O)c1cc(F)c(N2CCN(C(=O)Cc3ccccc3)CC2)cc1C
    34% | -3% | 11% | -10% | -2% | ? | 4% | -6%
O=C(/C=C/c1cccs1)NC1CCCC1
    11% | -9% | -2% | -10% | 9% | 6% | 9% | -4%
CCN1C(=O)[C@H]2[C@@H](c3ccc(-c4ccc(F)cc4)c(OC)c3)N3CCC[C@@]3(C(=O)OC)[C@H]2C1=O
    15% | -53%[inhibitor] | -10% | -10% | 9% | ? | -7% | -18%
CCc1ccccc1NC(=O)c1ccc2c(c1)N(Cc1cccc(Cl)c1)C(=O)c1ccccc1S2(=O)=O
    41% | -22% | 5% | nt | nt | 24% | nt | nt

Retrieved by compound from the list above:
Below each compound – FUS suppressor | PTHR1 ag | aSyn yeast inh | EPAC1 antag | EPAC2 agonist | TDP43 rescue | EPAC1 agonist | EPAC2 antag
O=C(NCC(=O)N(Cc1ccc(F)cc1)C(C(=O)NCC1CCCO1)c1ccccc1)c1ccco1 (configuration not stated)
    -1% | -55%[inhibitor] | 0% | -22% | -16% | -13% | 6% | -30%
C/C(=C\C(=O)c1ccc(Br)cc1)NCc1ccccc1
    -19% | -10% | -21% | -5% | 13% | 7% | 18% | -1%

(further entries)
Below each compound – FUS suppressor | PTHR1 ag | aSyn yeast inh | EPAC1 antag | EPAC2 agonist | TDP43 rescue | EPAC1 agonist | EPAC2 antag
CC1CCN(CC(O)COCCC23CC4CC(CC(C4)C2)C3)CC1 (configuration not stated)
    1% | i | 0% | 5% | 0% | -23% | -2% | 1%
CCOc1ccc(C2Nc3ccc4ccccc4c3-c3c2c(=O)oc2ccccc32)cc1 (configuration not stated)
    3% | -10% | -36%[inhibitor] | -2% | 11% | -7% | 7% | 7%
CCOc1ccc(CC(=O)NCc2cn3c(C)csc3n2)cc1
    -4% | i | 0% | -3% | 0% | 11% | 2% | 8%
O=C(CNC(=O)c1ccccc1F)Nc1ccc2c(c1)CCC2
    nt | i | 0% | 1% | -5% | 22% | 0% | 12%
O=C(Nc1ccc(N2C(=O)CCC2=O)cc1Cl)c1cccs1
    13% | -12% | -6% | -15% | 9% | ? | 1% | 0%
COc1ccc(S(=O)(=O)N(C)C)cc1NC(=O)CSc1ncccn1
    13% | i | 0% | ? | 20% | 0% | 5% | -9%
Clc1cccc(Cc2c(-c3ccco3)nc3ccc(Cl)cn23)c1
    17% | -15% | ? | ? | 7% | ? | -2% | -19%
CC(C)NC(=O)[C@@H]1C[C@@]1(C)[C@@H](NC(=O)OCc1ccccc1)c1ccccc1
    -9% | -25% | -14% | 2% | 2% | 21% | 5% | -4%
CCOc1ccc(C(=O)COC(=O)CC)cc1
    -4% | -11% | -4% | -5% | 21% | -3% | 6% | -5%
COc1ccc(NC(=O)c2ccc(Cn3cc(Cl)cn3)cc2)cc1
    18% | -4% | -5% | -12% | 4% | -14%[0.397 µM] | -6% | -3%
CCOC(=O)C1CCN(Cc2oc(CO)cc(=O)c2O)CC1
    -1% | i | -7% | -2% | 0% | 16% | -8% | 17%
Cc1cc(C(F)(F)F)c2sc(N)nc2n1
    -11% | i | 5% | -4% | 3% | 8% | 1% | -2%
CC(C)(C)OC(=O)N1CCC(NC(=O)c2[nH]c(C(F)(F)F)nc2-c2ccccc2)CC1
    20% | -33% | -1% | -6% | 3% | 18% | -6% | ?
COc1cc(NC(=O)c2c(F)c(F)c(F)c(F)c2F)c(OC)cc1Cl
    5% | -28% | 0% | 7% | 11% | 0% | 15% | 7%
CC(C)c1cccc(C2=CC(=O)C[C@H](c3ccc(F)cc3)C2)c1
    8% | -50%[inhibitor] | -10% | 9% | -2% | 13% | -9% | -20%
Cc1c(C(=O)N2CCN(Cc3ccccc3)CC2)oc2c1C(=O)CC(C)(C)C2
    5% | i | -3% | 1% | 1% | -9% | -8% | 13%
NC(CSC1(c2ccc(F)cc2)c2ccccc2-c2ccccc21)C(=O)O (configuration not stated)
    15% | 0% | 18% | -8% | 2% | 7% | -17% | -24%
COc1ccc(C2=NN(C(N)=S)C(c3ccccc3)C2)cc1 (configuration not stated)
    17% | i | 3% | -21% | 0% | 19% | 10% | -29%
O=C(NCc1ccccn1)C1CCN(S(=O)(=O)c2ccc(Br)cc2)CC1
    7% | -22% | -1% | -20% | 9% | 6% | 2% | -3%
O=C(COc1ccc(S(=O)(=O)N2CCCC2)cc1[N+](=O)[O-])N1CCCC1
    nt | i | 1% | 1% | 0% | 5% | 8% | -3%
CC1CN(C(=S)NC(=O)C2CCCCC2)CC(C)O1 (configuration not stated)
    nt | i | 0% | -14% | -8% | 17% | 1% | 4%
N#CC(c1cccc(Cl)c1)c1ccc2c(C(F)(F)F)cc(C(F)(F)F)nc2n1 (configuration not stated)
    -18% | -12% | -40%[inhibitor] | -18% | -25% | -11% | -14% | -25%
CC1(C)CC1C(=O)Nc1ccc([N+](=O)[O-])cc1Br (configuration not stated)
    6% | -23% | 6% | -12% | 11% | 22% | 4% | 3%
O=C(CCn1ccc([N+](=O)[O-])n1)NC1CCCCCC1
    5% | -24% | -8% | -9% | 4% | 1% | 13% | 0%
Cc1ccnc(NS(=O)(=O)c2ccc(NC(=O)Cc3ccc(F)cc3)cc2)n1
    -15% | i | 1% | -12% | 11% | 14% | -6% | 4%
Nc1ccc(C(=O)N2N=C(c3ccc(F)cc3)CC2(O)C(F)(F)F)cc1 (configuration not stated)
    -6% | -10% | 0% | -3% | 10% | 2% | -3% | -1%
CCOC(=O)N1CCN(C(=O)c2cc3sccc3n2C)CC1
    14% | -13%[57.5 µM] | -1% | -2% | -2% | -23% | 0% | 8%
Cc1ccc(NC(=O)[C@@H]2CCCN2C(=O)c2cccs2)cc1S(=O)(=O)N1CCCCC1
    24% | -41%[inhibitor] | -8% | -22% | 9% | 4% | 7% | 4%
Cc1ccc2cc(CN(CCCN3CCOCC3)C(=O)NC3CCCCC3)c(=O)[nH]c2c1C
    24% | i | 8% | -3% | 2% | -18% | 5% | -6%
CCCSc1nnc(NC(=O)Nc2ccc(F)cc2)s1
    -18% | -52%[inhibitor][57.5 µM] | 8% | 11% | -5% | -9% | -3% | 11%
COc1cc(OC)cc(C(=O)NCCc2ccc(OC)c(OC)c2)c1
    3% | -16% | -8% | ? | 12% | 1% | 7% | 16%
CCOC(=O)c1c(NC(=O)CSc2ncn[nH]2)sc(C(=O)NC)c1C
    11% | -20% | 0% | 2% | 0% | -2% | 3% | 9%
